# BoNT-F LC inh – blocks Botulinum neurotoxin F light chain protease. Multiplex microsphere protease cleavage assay, flow cytometry. 0.22% of 360,000 active. AID 588497. inhibition, % at 10 µM; in the data active = inhibition above about 35%, passing the limit was not always enough; inconclusive = no clear call, values can overlap the other calls; note: plate controls were buffer without enzyme for full effect and enzyme alone for no effect
# PrPC surface inh – cell surface PrPC inhibition, primary TR-FRET screen | TR-FRET read-out | P04156 | 0.43% of 370,000 active | inhibition, % at 13.8 µM; in the data active = inhibition above about 24%; note: 0% = median of the test wells and 100% = reference compound wells
# Rv3671c protease – inhibitors of M. tuberculosis serine protease Rv3671c; P9WHR9; 0.048% of 320,000 active; inhibition, % at 5.96 µM; in the data active = inhibition above about 38%;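 note: extracellular domain of Rv3671c used as enzyme; 0% = enzyme with DMSO and 100% = no enzyme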
# CCHFV vOTU inh – blocks the CCHF virus ovarian tumor domain protease | CCHFV vOTU protease, Pep-AMC fluorescence | inhibition, % at 11.5 µM | 0.55% of 370,000 active; in the data active = inhibition above about 30%; note: 0% = vehicle wells with enzyme and 100% = no enzyme wells
# VHR inh abs – DUSP3 (human) phosphatase inhibition; P51452; recombinant VHR phosphatase, pNPP absorbance; inhibition, % at 13.3 µM; 0.52% of 290,000 active; in the data active = inhibition above about 50%; note: some compounds called inactive have numbers as strong as hits
# Target sequence (P51452 whole entry, looked up): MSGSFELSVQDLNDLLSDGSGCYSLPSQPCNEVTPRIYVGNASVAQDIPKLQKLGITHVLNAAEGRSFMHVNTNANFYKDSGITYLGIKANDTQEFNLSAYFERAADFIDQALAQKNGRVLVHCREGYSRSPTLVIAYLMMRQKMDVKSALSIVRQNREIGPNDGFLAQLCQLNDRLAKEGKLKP
# PriA SSB inh – K. pneumoniae PriA-SSBct interaction inhibition; AlphaScreen SSBct-PriA binding, biotinylated peptide; inhibition, % at 33 µM; 0.6% of 430,000 active; in the data active = inhibition mostly above about 37%, no sharp cut-off; inactive = mostly below about 20%;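 note: plate controls were negative control peptide for no effect and reference peptide for full effect; strong numbers were not always called active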
# BoNT A protease – blocks Botulinum neurotoxin A light chain protease; multiplex microsphere protease substrate cleavage, flow cytometry; inhibition, % at 10 µM; 0.17% of 360,000 active; AID 588499; note: plate controls were buffer without enzyme for full effect and enzyme alone for no effect
# MazF activator – MazEF (E. coli) toxin RNase activation; P0AE70; FAM/BHQ RNA-DNA oligo cleavage fluorescence, 5 h; activation, % at 20 µM; 0.32% of 350,000 active; AID 504720; in the data active = activation above about 50%
# Target sequence (P0AE70 whole entry, looked up): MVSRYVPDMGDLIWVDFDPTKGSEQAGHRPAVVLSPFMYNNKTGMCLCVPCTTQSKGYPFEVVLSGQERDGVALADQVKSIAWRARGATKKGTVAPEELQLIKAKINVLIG
# 3CLpro inhibitor – SARS-CoV 3CLpro protease inhibition; AID 1706; P0C6X7; 0.14% of 290,000 active; inhibition, % at 6 µM; recombinant SARS-CoV 3CLpro, quenched FRET peptide cleavage; in the data active = inhibition above about 12%
# Anthrax LF inh2 – anthrax lethal factor protease inhibition; multiplex microsphere protease cleavage assay, LF; inhibition, % at 10 µM; 0.12% of 360,000 active; AID 588501; note: plate controls were buffer without enzyme for full effect and enzyme alone for no effect
# Target sequence (P15917 whole entry, looked up): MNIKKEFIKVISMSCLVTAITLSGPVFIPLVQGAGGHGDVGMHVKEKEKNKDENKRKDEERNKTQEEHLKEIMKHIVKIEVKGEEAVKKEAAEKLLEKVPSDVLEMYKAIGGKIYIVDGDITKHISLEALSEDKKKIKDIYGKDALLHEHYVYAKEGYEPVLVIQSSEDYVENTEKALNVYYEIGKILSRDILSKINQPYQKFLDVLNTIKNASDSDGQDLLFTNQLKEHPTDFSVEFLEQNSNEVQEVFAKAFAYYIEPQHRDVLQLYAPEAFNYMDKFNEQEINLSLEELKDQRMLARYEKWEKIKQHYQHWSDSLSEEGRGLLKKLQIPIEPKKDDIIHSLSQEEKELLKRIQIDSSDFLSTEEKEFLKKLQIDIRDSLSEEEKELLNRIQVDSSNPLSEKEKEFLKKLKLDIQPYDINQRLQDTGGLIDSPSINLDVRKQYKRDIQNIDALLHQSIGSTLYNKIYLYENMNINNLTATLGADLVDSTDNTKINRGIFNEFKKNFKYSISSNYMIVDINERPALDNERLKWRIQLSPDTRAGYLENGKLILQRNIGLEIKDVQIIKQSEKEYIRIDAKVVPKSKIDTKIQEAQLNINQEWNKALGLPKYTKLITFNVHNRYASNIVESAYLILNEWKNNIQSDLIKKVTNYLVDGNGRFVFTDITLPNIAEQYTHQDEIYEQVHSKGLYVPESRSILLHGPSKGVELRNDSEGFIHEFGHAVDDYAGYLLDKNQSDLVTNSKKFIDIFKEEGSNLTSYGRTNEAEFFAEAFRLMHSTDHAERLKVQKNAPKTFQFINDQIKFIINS
# * marks the source's active call; other numbers are inactive results; ? = inconclusive; . = no result given; & = joins results of further samples. Cut-off read from the data, not from the text of the source, unless noted: active = inhibition above about 30%; inconclusive = no clear call, values can overlap the other calls; inactive = below that. A portion of the library. The share of hits here may be higher or lower than overall.
SMILES,BoNT-F LC inh,PrPC surface inh,Rv3671c protease,CCHFV vOTU inh,VHR inh abs,PriA SSB inh,BoNT A protease,MazF activator,3CLpro inhibitor,Anthrax LF inh2
O=C(Nc1nnc(SCC(=O)N2CCOCC2)s1)c1ccccc1,-6,-5,-4,-1,-3,-10,-0.6,6,-9,0
CCN(CC)CCCNC(=S)Nc1ccc(Br)cc1,-2,-1,-4,-13,0,-12,-0.5,7,1,-6
CCc1ccc(CN2CCCC(CCC(=O)N3CCN(c4ccccn4)CC3)C2)o1 (centres undefined),-4,-8,-1,-7,35,-6,1.6,-9,-2,4
Cc1ccccc1S(=O)(=O)Cc1ccc(C(=O)NC2CCCC2)o1,-3,7,-11,7,-20,-2,-0.9,6,0,-2
CCOC(=O)CN1Cc2cccc(C(=O)O)c2C1=O,1,3,-4,6,13,-9,-0.4,4,-2,8
O=c1[nH]c2cc3ccccc3cc2nc1C(F)(F)F,-2,-7,4,24,3,2,2.2,-70,4,0
O=C1C(=O)N(CCCN2CCOCC2)C(c2ccc([N+](=O)[O-])cc2)/C1=C(/O)c1ccc2c(c1)OCO2 (centres undefined),8,-13,6,17,6,.,1.2,8,-1,-1
CC(C(O)c1cc(=O)c(OCc2ccccc2)co1)[N+](=O)[O-] (centres undefined),-9,-3,6,-12,.,-5,-0.5,6,.,2
CCn1c(C)c(P(c2ccccc2)c2ccccc2)[n+]2ccccc12,21,18,-7,-2,9,7,4.0,7,2,9
COc1ccc(NC(=O)CN(C)C(=O)c2cc(-c3ccc(C)o3)nc3ccccc23)cc1,?,-11,4,-73,.,2,10,-1,.,3
CCNC(=O)COc1ccc(-c2ccccc2)cc1,-5,6,-2,22,-2,-20,0.1,-17,-1,3
Cc1ccc(S(=O)(=O)NC(CC(=O)N2CCOCC2)c2ccco2)cc1 (centres undefined),1,-6,-4,1,-27,-11,-0.1,-2,0,-2
Cc1ccc(S(=O)(=O)N2CCN(CC(=O)N/N=C/c3cc([N+](=O)[O-])ccc3Cl)CC2)cc1,3,-11,0,-3,5,.,0.0,9,2,-2
Cc1cc(NC(=O)CSc2nnc(NC(=O)C3CC(=O)N(c4ccccc4C)C3)s2)no1 (centres undefined),-2,-1,-23,-11,0,11,-2.6,1,4,-3
CCCn1c(C(CO)Nc2nc(-c3cccc(Br)c3)cs2)nc2ccccc21 (centres undefined),-1,-4,2,9,1,-4,-0.5,-7,1,-7
Cc1ccc2oc(=O)c3cc(C(=O)NCCCN4CCCCCC4)sc3c2c1,-4,-5,-3,3,5,-5,2.2,0,1,-4
COC(=O)c1[nH]nc(-c2ccccc2)c1-c1ccccc1,.,-5,3,-15,.,-6,.,6,.,.
CC(=O)N1CCN(C(=O)CCc2cc(C(C)(C)C)c(O)c(C(C)(C)C)c2)CC1,-9,18,1,6,1,-5,1.0,-7,-5,-2
CC1CC1C(=O)OCC(=O)Nc1ccc2[nH]c(=O)[nH]c2c1 (centres undefined),-4,-2,-3,3,21,15,0.3,-7,-10,-1
O=C1NC2(CCc3ccccc3C2)C(=O)N1CCOc1cccc(Cl)c1 (centres undefined),-1,-4,-11,7,4,-17,0.0,-4,5,2
O=C(O)CSCC(=O)Nc1cccc(C(F)(F)F)c1,3,4,-9,-13,-2,-3,0.9,2,1,1
O=C1CC(SCc2nc3ccccc3[nH]2)C(=O)N1c1ccc(F)c(Cl)c1 (centres undefined),-3,-9,-7,2,4,1,-0.1,5,-2,-4
CCOC(=O)C1=CN(Cc2cccc(F)c2)S(=O)(=O)NC1c1ccc2ccccc2c1 (centres undefined),-7,8,.,12,.,5,-0.2,1,.,-4
NC(=O)c1ccsc1NC(=O)c1ccc2c(c1)CCCC2,-2,-5,-44,23,-7,-19,-0.2,23,-2,7
CC(C)C1Cc2[nH]c(=S)[nH]c(=O)c2C(c2ccc(F)cc2)O1 (centres undefined),-7,-5,.,-2,.,.,-1.0,.,.,-5

# A different layout for part of the listing above.
SMILES	BoNT-F LC inh	PrPC surface inh	Rv3671c protease	CCHFV vOTU inh	VHR inh abs	PriA SSB inh	BoNT A protease	MazF activator	3CLpro inhibitor	Anthrax LF inh2
CCc1ccc(CN2CCCC(CCC(=O)N3CCN(c4ccccn4)CC3)C2)o1 (centres undefined)	-4	-8	-1	-7	35	-6	1.6	-9	-2	4
O=C(O)CSCC(=O)Nc1cccc(C(F)(F)F)c1	3	4	-9	-13	-2	-3	0.9	2	1	1

# The list goes on.
SMILES,BoNT-F LC inh,PrPC surface inh,Rv3671c protease,CCHFV vOTU inh,VHR inh abs,PriA SSB inh,BoNT A protease,MazF activator,3CLpro inhibitor,Anthrax LF inh2
CCOC(=O)c1ccc(NC(=O)N(CC)CC)cc1,-1,7,5,9,-9,-14,?,-5,-5,1
CC(C)OC(=O)CSc1nnc(Cc2ccccc2)n1Cc1ccco1,-1,-1,3,-16,33,6,1.8,-4,-2,-9
COc1ccccc1C(O)P(=O)(OCC(C)C)c1ccc(N(C)C)cc1 (centres undefined),14,-5,-3,-1,-13,0,0.4,-3,3,-13
O=C(OCC(=O)N1CCN(C(=O)c2ccco2)CC1)c1cc(S(=O)(=O)Nc2ccc(Cl)cc2)ccc1O,-2,-1,-1,-15,-6,0,-1.1,-3,6,-2
Cc1ccc(C23CC4CC(CC(C(=O)NCC(=O)O)(C4)C2)C3)cc1,-19,8,3,13,-15,6&8,-2.9,14,7,-8
COCCn1c(SCC(=O)Nc2ccccc2OC)nc2ccccc21,-7,-1,2,-12,26,1,-0.2,4,2,0
Cc1cc(=O)[nH]c(SCc2nc3ccccc3c(=O)n2-c2ccccc2C)n1,-2,7,-5,-3,23,0,0.0,0,5,-4
CCOC(=O)c1oc2ccc(S(=O)(=O)n3nc(-c4ccc(C)cc4)cc3N)cc2c1C,-1,4,1,12,21,2,-0.2,-4,-2,-6
COc1ccc(CCNCc2ccc(OCc3ccccc3)cc2)cc1,-9,-6,6,13,2,6,-0.4,-12,4,-2
N#Cc1c(-c2ccccc2)c(-c2ccccc2)n[nH]c1=O,-8,7,-1,3,10,6,-2.0,-4,3,13
Cc1ccc(S(=O)(=O)N2CCN(C(=O)CCNC(=O)c3ccccc3Cl)CC2)cc1,-2,-6,.,2,.,-7,-8.1,1,.,-3
COc1ccc(NC(=O)C2CCCN2S(=O)(=O)c2ccc3c(c2)CCC(=O)N3)cc1Cl (centres undefined),5,-4,2,2,7,-5,-0.4,14,0,5
COc1ccc(-n2ncc3c(N4CCN(Cc5ccccc5)CC4)ncnc32)cc1,0,11,4,-9,30,-23,0.2,-1,-4,-2
Cc1cccc(C(=O)OC(C)C(=O)N2CCc3ccccc3C2)c1C (centres undefined),-4,-1,-8,-5,.,-26,2.3,-1,.,-2
CCOC(=O)C1(CC2CC2)CCN(C(=O)c2cc(C)nc3ccc(CC)cc23)CC1,-9,22,-1,10,22,-8,-1.7,-3,-1,-5
Cc1c(Cc2ccccc2)c(=O)oc2cc(OCC(=O)NCc3ccccn3)ccc12,-1,10,-9,-13,11,6,0.5,1,0,-1
Cc1nc(COC(=O)c2ccc(S(=O)(=O)N3CCCC3)cc2)cs1,6,-1,-6,-12,-4,-15,1.2,0,5,3
O=C(Cn1cnc2ccccc2c1=O)Nc1nnc(C2CC2)s1,-16,0,1,-9,5,-2,-2.9,2,2,-4
O=C(CCNc1ccc(Br)cc1)c1cccc([N+](=O)[O-])c1,-2,4,1,5,11,19,-0.1,-15,-4,-8
Cn1c(=O)c2c(nc(-n3ccnc3)n2Cc2ccc([N+](=O)[O-])cc2)n(C)c1=O,-4,-13,7,4,-7,-22,0.2,5,2,0
O=c1nc2ccccc2c2n1CC(CN1CCN(Cc3ccccc3)CC1)N2 (centres undefined),1,-15,-1,-8,26,-19,0.1,-2,3,-5
COC(=O)COc1ccc2c(-c3cccc([N+](=O)[O-])c3)cc(=O)oc2c1,6,-8,-2,8,8,-4,0.7,-2,1,10
CN(CCn1ccnc1)C(=O)CC1C(=O)NCCN1Cc1ccccc1C(F)(F)F (centres undefined),0,2,-8,3,6,-19,0.0,-5,3,2
CCCN1CCN(C(=O)c2cc(COc3ccc(F)cc3F)on2)CC1,2,-2,-5,7,18,-6,-0.6,-2,-3,-5
Cc1ccc(S(=O)(=O)NNC(=O)c2c(O)c3ccccc3[nH]c2=O)cc1,-8,-2,0,6,3,-5,-0.9,-3,1,-3

# Three compounds from above, arranged by formula weight, rising:
SMILES,BoNT-F LC inh,PrPC surface inh,Rv3671c protease,CCHFV vOTU inh,VHR inh abs,PriA SSB inh,BoNT A protease,MazF activator,3CLpro inhibitor,Anthrax LF inh2
CCOC(=O)c1ccc(NC(=O)N(CC)CC)cc1,-1,7,5,9,-9,-14,?,-5,-5,1
COCCn1c(SCC(=O)Nc2ccccc2OC)nc2ccccc21,-7,-1,2,-12,26,1,-0.2,4,2,0
COc1ccc(NC(=O)C2CCCN2S(=O)(=O)c2ccc3c(c2)CCC(=O)N3)cc1Cl (centres undefined),5,-4,2,2,7,-5,-0.4,14,0,5

# Next section
SMILES,BoNT-F LC inh,PrPC surface inh,Rv3671c protease,CCHFV vOTU inh,VHR inh abs,PriA SSB inh,BoNT A protease,MazF activator,3CLpro inhibitor,Anthrax LF inh2
CCOC(=O)c1[nH]c(C)c(C(=O)Nc2cccc(Cl)c2C)c1C,3,9,-6,-5,32,-12,2.6,0,-3,-4
Cc1ccc(C)c(OCC(=O)N2CCc3ccccc3C2)c1,-15,2,-8,-1,14,0,-2.4,3,-2,-2
C=CC12CN(C)[C@@H]3C4CO[C@H](C[C@H]41)[C@]1(C(=O)Nc4ccccc41)[C@@H]32 (some centres undefined),-4,-5,-12,1,.,.,0.1,11,.,-5
O=C(Nc1cccnc1)C1CCCN(S(=O)(=O)c2ccccc2)C1 (centres undefined),.,6,-4,-4,-19,-20,.,-1,3,.
C1=C(CCNc2nnnn2-c2ccccc2)CCCC1,-38,6,-8,-5,15,-137,-1.7,13,8,-6
O=C(NCCc1nc2ccccc2[nH]1)c1cc([N+](=O)[O-])cc([N+](=O)[O-])c1,-4,-29,9,-14,4,-4,-0.5,-5,0,0
COc1cccc(-c2cc3nc(NCCN4CCCC4)n(C)c(=O)c3s2)c1,-2,-18,.,6,.,.,-0.1,.,.,-1
O=C(Cn1nnc(-c2ccccc2F)n1)Nc1ccc2c(c1)OCCO2,2,3,8,3,26,-5,-1.1,-4,7,0
COc1cc(OC)cc(C(=O)OCC(=O)Nc2nnc(-c3ccccc3)o2)c1,-9,0,.,-5,.,-6,-0.7,5,.,-2
Cc1cc(C)n2nc(N)c(N=Nc3ccc(Cl)cc3)c2n1,-18,-10,-15,1,-5,6,-0.7,-4,5,-3
CCOc1ccc(N(CC(=O)Nc2cccc(N(C)S(C)(=O)=O)c2)S(=O)(=O)c2ccccc2)cc1,15,2,-1,5,-23,4,0.9,-24,1,-4
Cc1ccccc1-c1ccc2c(c1)C1c3c(-c4ccccc4)nnn3-c3ccccc3C(=O)N1CC2 (centres undefined),-7,1,.,-3,.,.,-0.7,.,.,-16
CC(C)(CO)CN1CCC(n2nccc2NC(=O)C2CCOC2)CC1 (centres undefined),-1,3,.,10,.,.,-0.4,4,.,0
CN1CCN(CC(O)COc2ccc(C34CC5CC(CC(C5)C3)C4)cc2)CC1 (centres undefined),-10,-12,.,-6,5,28,-1.5,-6,4,-3
CN(C(=O)COC(=O)c1cc([N+](=O)[O-])ccc1Cl)c1ccccc1,-16,-13,2,8,-46,2,-1.0,-7,0,4
O=C(CSc1ncccc1-c1nc2ccccc2[nH]1)N1CCCCC1,-7,.,9,.,10,-7,3.1,2,-8,1
COc1ccc(/C=C(\C#N)C(=O)NC2CCS(=O)(=O)C2)cc1OC (centres undefined),-4,3,-4,-10,26,-7,-0.4,3,0,0
Cc1ccc2c(N)c(C)ccc2c1,12,3,-1,-38,43,15,1.2,2,-7,-5
CCc1cccc(C)c1NC(=O)c1ccc2nc(N3CCOCC3)sc2c1,-5,-1,1,5,10,-2,0.0,2,9,0
CCOC(=O)C1CCCN(CCC(=O)Nc2ccc3c(c2)CCC3)C1 (centres undefined),-9,-3,6,-1,14,-1,0.5,-4,3,-3
O=C(COC(=O)c1ccc(Br)o1)Nc1ncc(Cl)cc1Cl,-5,7,-4,3,-15,-10,-0.8,9,0,-5

# Screening data from PubChem BioAssay.
